# RNase H inhibition: RNase H inhibition, HIV 1 Gag Pol polyprotein, FRET biochemical assay, screening (AID 372) | HIV-1 RT RNase H, FRET RNA/DNA substrate fluorescence; higher % means a stronger effect | inhibition, % at 10 µM; hits with a dose series show IC50 in µM | actives 0.77% (n = 100,000); in the data active means inhibition above about 50%
# Starred values were filed as active, the others as inactive. These rows are one share of the data. The share of hits here may be higher or lower than overall.
nr	compound	RNase H inhibition
1	CN(C)c1ccc(NC(=S)NC(=O)c2ccccc2I)cc1	6%
2	COc1cc([N+](=O)[O-])cc(/C=C2\C(=O)NC(=O)N(c3ccc(Cl)cc3)C2=O)c1O	7%
3	CCNC(=O)C(=O)Nc1ccc(OC)c(Cl)c1	29%
4	CCOc1cc(C2C3=C(CC(C)(C)CC3=O)NC3=C2C(=O)CC(C)(C)C3)cc(Cl)c1O	7%
5	CN1C=C(C(F)(F)F)C=C/C1=C(/C#N)c1nc2ccccc2s1	4%
6	CCCCN(CCCC)c1ccc(/C=C2\SC(N)=NC2=O)cc1	46%
7	Cc1ccc(Nc2nc(-c3ccccc3)c3cc(Cl)ccc3n2)cc1	9%
8	O=C(c1cccc(Nc2nc(-c3ccccc3)c3cc(Br)ccc3n2)c1)N1CCOCC1	19%
9	Cc1ccc(-c2ccc(OC(=O)CCN3C(=O)c4ccccc4C3=O)cc2)cc1	12%
10	COc1ccc(OC)c(NC(=O)c2ccc(C)cc2Cl)c1	0%
11	COc1cc(/C=C2/SC(=S)N(c3ccccc3)C2=O)ccc1OCCOc1ccccc1	9%
12	O=C1N=c2ccc(Br)cc2=C1c1sc(=S)n(Cc2ccco2)c1O	19%
13	Cc1sc2nc(SCC(=O)NCCCN3CCOCC3)[nH]c(=O)c2c1C	5%
14	COc1cccc(OC)c1OCCCOc1ccc([N+](=O)[O-])cc1Cl	29%
15	COC(=O)c1cc(NC(=O)c2ccc(OC)c([N+](=O)[O-])c2)cc(C(=O)OC)c1	8%
16	COc1ccc(C(=O)Nc2cccc(-c3nc4cc(C)ccc4o3)c2C)cc1Br	31%
17	O=C(/C=C/c1ccccc1)Nc1nnc(-c2ccncc2)s1	1%
18	CCN(CC)CCNc1nc2nonc2nc1NCCN(CC)CC	13%
19	COc1cc(C(=O)Nc2ccc(-c3nc4ccc(C)cc4o3)cc2)cc(OC)c1OC	6%
20	COc1ccccc1C1/C(=C(/O)c2ccccc2)C(=O)C(=O)N1c1nc2ccccc2s1 (stereo not drawn)	3%
21	COc1ccc(C(=O)N/C(=C\c2ccc(Br)cc2)C(=O)NCc2ccco2)cc1OC	10%
22	COc1ccc(/C=C2/C(=N)N3N=C(c4ccccc4)SC3=NC2=O)c(OC)c1OC	19%
23	O=C(Nc1ccc(Cl)c(Cl)c1)OCCOc1ccccc1Br	21%
24	COC(=O)c1c(NC(=O)C2CCCCC2C(=O)O)sc2c1CCC(c1ccccc1)C2 (stereo not drawn)	15%
25	CC(=O)Oc1ccc(-c2cccc(C(=O)Oc3ccccc3)c2)cc1	5%
26	Cc1cccc(/C=C2\SC(=Nc3ccccc3)N(c3ccccc3)C2=O)n1	27%
27	COc1ccc(N(CC(=O)Nc2ccc(C)cc2)S(C)(=O)=O)cc1	12%
28	COc1ccc(NC(=O)C(=O)N/N=C/c2ccc(O)c(OC)c2)cc1	9%
29	CCOC(=O)c1ccc(-n2c(C)cc(/C=C3\NC(=S)NC3=O)c2C)cc1	3%
30	CS(=O)(=O)c1ccc2nc(NC(=O)Nc3ccc(Cl)cc3)sc2c1	5%
31	CCC(=O)NC(NC(=S)Nc1ccccc1Br)C(Cl)(Cl)Cl (stereo not drawn)	4%
32	Cc1ccc(N2C(=O)c3cccnc3C2=O)cc1C	50%*
33	CCC(=O)N1CCN(c2ccc([N+](=O)[O-])cc2)CC1	7%
34	CC1=NN(C(N)=S)C2(O)CC3C(C12)C3(C)C (stereo not drawn)	5%
35	COc1ccc(C2C(C(=O)OC(C)C)=C(C)N=c3s/c(=C\c4cc(OC)ccc4OC)c(=O)n32)cc1 (stereo not drawn)	9%
36	CC1(C)CC(=O)C2=C(C1)Nc1ccccc1N(C(=O)c1ccc(Cl)cc1)C2c1ccccn1 (stereo not drawn)	8%
37	COc1ccc(-c2cc(C3CC3)nc(N)c2C#N)cc1	8%
38	O=C(NC(NC(=S)Nc1ccc(Cl)cc1)C(Cl)(Cl)Cl)c1ccccc1F (stereo not drawn)	38%
39	Cc1cccc(C(=O)Nc2ccccc2)c1	14%
40	CCc1ccc(CN2CCN(Cc3cccc(OC)c3OC)CC2)cc1	6%
41	O=C(Nc1ccc(F)c([N+](=O)[O-])c1)c1cc(-c2ccccc2)nc2ccccc12	7%
42	O=C(Cc1ccc(Cl)cc1)Nc1ccc(I)cc1Cl	23%
43	CCOc1ccc(C(=O)CCN(C)C)cc1	8%
44	COc1ccc(CN2CCN(Cc3cc(OC)c(OC)cc3OC)CC2)c(OC)c1	14%
45	COC(=O)C1=C(C)NC2=C(C(=O)CC(c3ccc(OC)cc3)C2)C1c1cc(OC)ccc1OC (stereo not drawn)	7%
46	O=C(Sc1sc(=S)sc1SC(=O)c1ccccc1)c1ccccc1	27%
47	CCOc1ccc(C(=O)Nc2cc(-c3nc4ncccc4o3)ccc2C)cc1[N+](=O)[O-]	12%
48	O=C1NC(=O)C(=Cc2cn(CCOc3ccc(Cl)cc3)c3ccccc23)C(=O)N1	13%
49	C=CCSC1=C(C#N)C(c2ccc(Cl)cc2Cl)CC(=O)N1 (stereo not drawn)	11%
50	Cc1cccc(NC(=O)c2cccc(N3C(=O)c4ccc(C(=O)Nc5cccc(C)c5)cc4C3=O)c2)c1	3%

# (continued)
nr	compound	RNase H inhibition
51	COC(=O)c1ccc(C(=O)OC)c(NC(=O)Nc2ccc(Cl)c(Cl)c2)c1	6%
52	C(=N\Nc1nnc2c(n1)[nH]c1ccccc12)/c1c2ccccc2cc2ccccc12	10%
53	Cc1ccccc1NC(=O)/C=C/c1ccc(F)cc1	26%
54	CC1=C(C(=O)Nc2ccccc2Cl)C(c2ccc(Br)c([N+](=O)[O-])c2)NC(=O)N1 (stereo not drawn)	14%
55	COc1ccccc1CNC(=O)Cc1ccc(Cl)cc1	0%
56	NC(N)=NS(=O)(=O)c1ccc(NC(=O)c2cccc([N+](=O)[O-])c2)cc1	7%
57	CCOc1ccc(OCCCCOc2cccc(Cl)c2Cl)cc1	5%
58	CCc1cccc(C)c1NS(=O)(=O)c1ccc(F)cc1	4%
59	Cc1ccc2c(Cl)c(C(=O)N3CCc4ccccc4C3)sc2c1	10%
60	COc1cc(NC(=O)c2cc3nc(-c4ccccc4)cc(C)n3n2)c(OC)cc1Cl	11%
61	Cc1ccc([N+](=O)[O-])cc1NS(=O)(=O)c1ccc(Cl)cc1	3%
62	O=C(NCc1ccc2c(c1)OCO2)c1cccc([N+](=O)[O-])c1	9%
63	COC(=O)/C(=C/C(=O)c1ccc([N+](=O)[O-])cc1)Nc1ccc(OC)cc1	10%
64	O=C1C(=O)N(CC2CCCO2)C(c2ccccc2)/C1=C(/O)c1ccccc1 (stereo not drawn)	2%
65	Cc1ccc(/C=N/NC(=O)c2ccc(N)cc2)cc1	13%
66	COc1ccc(NC(=O)C2CC2)cc1OC	6%
67	COc1ccc2c(c1)CCC1C2=NN(C(C)=O)C1c1cccc(I)c1 (stereo not drawn)	10%
68	O=C(NCCOc1ccccc1Cl)c1cccc2ccccc12	0%
69	Cc1cc(N2CCN(c3ccccc3)CC2)nc2ccccc12	17%
70	COc1ccc(Cl)cc1C(=O)NCCCN(C)C	23%
71	Clc1ccc(/C=N/N=C(c2ccccc2)c2ccccc2)s1	7%
72	O=C(c1ccccc1)N(c1ccc(Br)cc1)C1C2CC3CC(C2)CC1C3 (stereo not drawn)	0%
73	COc1ccc(CN2CCN(C3CCN(Cc4ccccc4)CC3)CC2)cc1Br	9%
74	CCCCCCCc1nnc(N)s1	15%
75	Cc1cc(C)c(/C=N/NC(=O)COc2cc(C)c(Br)cc2C(C)C)c(C)c1	15%
76	COc1ccc(/C=C2\C(=O)NC(=O)N(Cc3ccccc3)C2=O)cc1Br	15%
77	Cc1cccc(NC(=O)C(O)C(O)C(=O)Nc2cccc(C)c2)c1 (stereo not drawn)	8%
78	CCCCCC(=O)N/N=C/c1cccc(OC)c1O	12%
79	Cc1cccc(N2C(=O)S/C(=C\c3ccccc3)C2=O)c1	7%
80	CC(=O)N(CN1C(=O)c2ccccc2C1=O)c1ccc(Cl)c(Cl)c1	22%
81	CCCOC(=O)C1=C(C)NC2=C(C(=O)CCC2)C1c1cc(OC)c(OC)c(OC)c1 (stereo not drawn)	5%

# Sorted by molar mass (low to high): some entries from above.
nr	compound	RNase H inhibition
74	CCCCCCCc1nnc(N)s1	15%
66	COc1ccc(NC(=O)C2CC2)cc1OC	6%
65	Cc1ccc(/C=N/NC(=O)c2ccc(N)cc2)cc1	13%
53	Cc1ccccc1NC(=O)/C=C/c1ccc(F)cc1	26%
78	CCCCCC(=O)N/N=C/c1cccc(OC)c1O	12%
70	COc1ccc(Cl)cc1C(=O)NCCCN(C)C	23%
55	COc1ccccc1CNC(=O)Cc1ccc(Cl)cc1	0%
58	CCc1cccc(C)c1NS(=O)(=O)c1ccc(F)cc1	4%
79	Cc1cccc(N2C(=O)S/C(=C\c3ccccc3)C2=O)c1	7%
62	O=C(NCc1ccc2c(c1)OCO2)c1cccc([N+](=O)[O-])c1	9%
69	Cc1cc(N2CCN(c3ccccc3)CC2)nc2ccccc12	17%
71	Clc1ccc(/C=N/N=C(c2ccccc2)c2ccccc2)s1	7%
68	O=C(NCCOc1ccccc1Cl)c1cccc2ccccc12	0%
61	Cc1ccc([N+](=O)[O-])cc1NS(=O)(=O)c1ccc(Cl)cc1	3%
77	Cc1cccc(NC(=O)C(O)C(O)C(=O)Nc2cccc(C)c2)c1 (stereo not drawn)	8%
49	C=CCSC1=C(C#N)C(c2ccc(Cl)cc2Cl)CC(=O)N1 (stereo not drawn)	11%
59	Cc1ccc2c(Cl)c(C(=O)N3CCc4ccccc4C3)sc2c1	10%
57	CCOc1ccc(OCCCCOc2cccc(Cl)c2Cl)cc1	5%
63	COC(=O)/C(=C/C(=O)c1ccc([N+](=O)[O-])cc1)Nc1ccc(OC)cc1	10%
56	NC(N)=NS(=O)(=O)c1ccc(NC(=O)c2cccc([N+](=O)[O-])c2)cc1	7%
52	C(=N\Nc1nnc2c(n1)[nH]c1ccccc12)/c1c2ccccc2cc2ccccc12	10%
51	COC(=O)c1ccc(C(=O)OC)c(NC(=O)Nc2ccc(Cl)c(Cl)c2)c1	6%
72	O=C(c1ccccc1)N(c1ccc(Br)cc1)C1C2CC3CC(C2)CC1C3 (stereo not drawn)	0%
76	COc1ccc(/C=C2\C(=O)NC(=O)N(Cc3ccccc3)C2=O)cc1Br	15%
60	COc1cc(NC(=O)c2cc3nc(-c4ccccc4)cc(C)n3n2)c(OC)cc1Cl	11%
75	Cc1cc(C)c(/C=N/NC(=O)COc2cc(C)c(Br)cc2C(C)C)c(C)c1	15%
67	COc1ccc2c(c1)CCC1C2=NN(C(C)=O)C1c1cccc(I)c1 (stereo not drawn)	10%
73	COc1ccc(CN2CCN(C3CCN(Cc4ccccc4)CC3)CC2)cc1Br	9%
54	CC1=C(C(=O)Nc2ccccc2Cl)C(c2ccc(Br)c([N+](=O)[O-])c2)NC(=O)N1 (stereo not drawn)	14%
50	Cc1cccc(NC(=O)c2cccc(N3C(=O)c4ccc(C(=O)Nc5cccc(C)c5)cc4C3=O)c2)c1	3%
